Source: PubChem BioAssay (several laboratories)
NOD2 inhibition: inhibition of NOD2-driven NF-kB reporter – cell-based, luminescence, uHTS, HEK293 (AID 1566); HEK293 NOD2/NF-kB luciferase reporter, luminescence; higher % means a stronger effect; inhibition, % at 4 µM; hits with a dose series show EC50 in µM; 290,000 compounds, 0.63% hits; further: many of its hits are not listed in these tables
KOR beta-arrestin-1: kappa opioid receptor blockers – cell-based, luminescence, uHTS (AID 1778); KOR beta-arrestin recruitment, luminescence, antagonist mode; higher % means a stronger effect; inhibition, % at 10 µM, or IC50 in µM where a hit was titrated; 290,000 compounds, 0.091% hits; further: strong numbers were not always called active
KOR beta-arrestin-2: kappa opioid receptor activators – cell-based, luminescence, uHTS, primary screen (AID 1777). KOR beta-arrestin recruitment, luminescence; higher % means a stronger effect. one-dose activation, % at 10 µM; EC50 in µM for titrated hits. 280,000 compounds, 0.02% hits; in the data active means activation above about 50%, passing the limit was not always enough; further: a part of the inactive calls stands beside numbers as strong as those of hits
HIV fusion peptide: cell-free HIV fusion peptide-binding blockers – biochemical, uHTS, fluorescence dequenching, primary screen (AID 1986). cell-free peptide binding, fluorescence dequenching, 30 min; higher % means a stronger effect. one-dose inhibition, % at 20 µM; IC50 in µM for titrated hits. 290,000 compounds, 0.3% hits; in the data active means inhibition mostly above about 52%, no sharp cut-off; inactive means mostly below about 76%; further: some results filed as inactive read as strong as hits
MgcRacGAP inhibition: MgcRacGAP GTPase-activating activity inhibitors, confirmation, biochemical, ADP Hunter fluorescence; MgcRacGAP-stimulated Rac1 GTP hydrolysis, ADP Hunter fluorescence; higher % means a stronger effect; GST-tagged Rac1 F28L mutant substrate; inhibition, % at 30 µM, or IC50 in µM where a hit was titrated; 340,000 compounds, 0.6% hits; AID 624330;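 active means first-screen hits whose inhibition reached a set limit at any dose in the follow-up dose series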;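 further: fluorescence reports GDP produced by GAP-driven GTP hydrolysis; strong numbers were not always called active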
NOD1 NF-kB reporter: inhibition of NOD1-driven NF-kB reporter – cell-based, luminescence, uHTS, primary screen (AID 1578). one-dose inhibition, % at 4 µM; EC50 in µM for titrated hits. 290,000 compounds, 1% hits. NOD1-driven NF-kB luciferase reporter cells, luminescence; higher % means a stronger effect; in the data active means inhibition mostly above about 36%, no sharp cut-off; inactive means mostly below about 34%;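 further: HEK-293T reporter cells stimulated with the NOD1 agonist gamma-tri-DAP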
SV40 large T antigen: TAg ATPase/helicase activity blockers – biochemical (AID 1903). SV40 large T antigen ATPase/helicase inhibition assay; higher % means a stronger effect. one-dose inhibition, % at 20 µM; IC50 in µM for titrated hits. 310,000 compounds, 0.39% hits; in the data active means a potency from the dose series; further: strong numbers were not always called active
GPR55 LPI antagonism: inhibition of LPI-stimulated GPR55 beta-arrestin translocation – imaging, U2OS, beta-arrestin-GFP, LPI agonist, primary screen (AID 2013) | U2OS GPR55 beta-arrestin-GFP translocation imaging, LPI antagonism; higher % means a stronger effect | inhibition, % at 10 µM; hits with a dose series show IC50 in µM | 290,000 compounds, 0.13% hits;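 active means spots per cell inhibited over 60%, with over 100 cells counted and total cytoplasm intensity under 500,000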;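 further: U2OS cells stably carrying GPR55 and arrestin-GFP stimulated by 5 µM LPI near EC80; imaged beta-arrestin-GFP aggregate spots per cell after agonist stimulation; plate controls were LPI-stimulated DMSO wells for no effect and DMSO wells without LPI for full effect; some results filed as inactive read as strong as hits; confirmed hits need IC50 under 10 µM and bright autofluorescent wells are also inconclusive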
GPR55 activation: GPR55 agonists via beta-arrestin recruitment, primary screen, imaging, U2OS cells, beta-arrestin-GFP redistribution (AID 1961); one-dose activation, % at 10 µM; EC50 in µM for titrated hits; 290,000 compounds, 0.048% hits; U2OS GPR55 beta-arrestin-GFP redistribution imaging; higher % means a stronger effect;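 active means activation above 40% with more than 50 cells counted in the well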;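 further: U2OS osteosarcoma cells stably expressing GPR55 and beta-arrestin-GFP; plate controls were DMSO negative control for no effect and LPI positive control for full effect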
Active calls of the source: *; [ ] = remark or other dose. Unless noted, no stated cut-off is given here; in the data, active means inhibition above about 50%; inactive means the rest. A portion of the library; the hit share may differ from the screen's.

The opening two compounds as a preview:
`COc1ccc(/C(O)=C/C(=O)C(=O)Nc2c(C)n(C)n(-c3ccccc3)c2=O)cc1` gave NOD2 inhibition 5.4%, KOR beta-arrestin-1 -5.7%, KOR beta-arrestin-2 1.4%, HIV fusion peptide 3.0%, MgcRacGAP inhibition 9.0%, NOD1 NF-kB reporter 6.5%, SV40 large T antigen 4.3%, GPR55 LPI antagonism -3.6% and GPR55 activation -0.1%.
`CCOC(=O)c1nnn(-c2nonc2N)c1CSc1ccc(C)cc1` gave NOD2 inhibition 3.2%, KOR beta-arrestin-1 -7.1%, KOR beta-arrestin-2 -6.8%, HIV fusion peptide 3.6%, MgcRacGAP inhibition 6.8%, NOD1 NF-kB reporter -4.0%, SV40 large T antigen 1.7%, GPR55 LPI antagonism -2.9% and GPR55 activation -0.1%.

The list itself, previewed entries included:
`COc1ccc(/C(O)=C/C(=O)C(=O)Nc2c(C)n(C)n(-c3ccccc3)c2=O)cc1` gave NOD2 inhibition 5.4%, KOR beta-arrestin-1 -5.7%, KOR beta-arrestin-2 1.4%, HIV fusion peptide 3.0%, MgcRacGAP inhibition 9.0%, NOD1 NF-kB reporter 6.5%, SV40 large T antigen 4.3%, GPR55 LPI antagonism -3.6% and GPR55 activation -0.1%.
`CCOC(=O)c1nnn(-c2nonc2N)c1CSc1ccc(C)cc1` gave NOD2 inhibition 3.2%, KOR beta-arrestin-1 -7.1%, KOR beta-arrestin-2 -6.8%, HIV fusion peptide 3.6%, MgcRacGAP inhibition 6.8%, NOD1 NF-kB reporter -4.0%, SV40 large T antigen 1.7%, GPR55 LPI antagonism -2.9% and GPR55 activation -0.1%.
For O=C(c1c[nH]c2ccccc2c1=O)N1CCCCCC1 the results were NOD2 inhibition 4.8%, KOR beta-arrestin-1 5.6%[20 µM], KOR beta-arrestin-2 -8.5%, HIV fusion peptide -1.5%, MgcRacGAP inhibition 5.7%, NOD1 NF-kB reporter -10.2%, SV40 large T antigen 0.9%, GPR55 LPI antagonism 5.6% and GPR55 activation -0.1%.
`O=C(Cn1ncc2c3ccccc3n(Cc3ccccc3F)c2c1=O)NCCN1CCOCC1` gave NOD2 inhibition 23.7%, KOR beta-arrestin-1 -12.5%, KOR beta-arrestin-2 0.1%, HIV fusion peptide -0.8%, MgcRacGAP inhibition 8.8%, NOD1 NF-kB reporter -11.3%, SV40 large T antigen 15.7%, GPR55 LPI antagonism 15.6% and GPR55 activation -0.3%.
For COCCN(Cc1ccccc1)C(=S)Nc1ccc(Cl)cc1 the results were NOD2 inhibition 3.9%, KOR beta-arrestin-1 8.6%, KOR beta-arrestin-2 -2.1%, HIV fusion peptide -1.3%, MgcRacGAP inhibition 5.8%, NOD1 NF-kB reporter -15.7%, SV40 large T antigen 11.6%, GPR55 LPI antagonism 9.3% and GPR55 activation 0.6%.
O=C(c1c(F)cccc1F)N1CCC(O)(c2cccnc2)CC1 was read as NOD2 inhibition 13.3%, KOR beta-arrestin-1 23.2%, KOR beta-arrestin-2 -0.8%, HIV fusion peptide 1.0%, MgcRacGAP inhibition 8.4%, NOD1 NF-kB reporter 9.2%, SV40 large T antigen -0.7%, GPR55 LPI antagonism 25.3% and GPR55 activation 0.0%.
For O=C(O)/C=C/c1ccc2c(c1)OCCO2 the results were NOD2 inhibition -9.9%, KOR beta-arrestin-1 -17.3%, KOR beta-arrestin-2 3.0%, HIV fusion peptide 0.1%, MgcRacGAP inhibition 11.0%, NOD1 NF-kB reporter 5.5%, SV40 large T antigen 10.3%, GPR55 LPI antagonism 7.3% and GPR55 activation 0.9%.
For COc1cc(C2/C(=C(\O)c3ccc4c(c3)CC(C)O4)C(=O)C(=O)N2CC2CCCO2)cc(OC)c1OC (stereo not drawn) the results were NOD2 inhibition 13.0%, KOR beta-arrestin-1 5.3%, KOR beta-arrestin-2 -4.6%, HIV fusion peptide -1.3%, MgcRacGAP inhibition 2.9%, NOD1 NF-kB reporter -9.1%, GPR55 LPI antagonism -1.3% and GPR55 activation 0.0%.
Screening Cc1ccc2nc(=O)c(NNc3ccccc3)cnc2c1 returned NOD2 inhibition -168.3%, KOR beta-arrestin-1 8.5%, KOR beta-arrestin-2 8.8%, HIV fusion peptide -1.6%, MgcRacGAP inhibition 7.5%, NOD1 NF-kB reporter -2.2%, SV40 large T antigen 14.7%, GPR55 LPI antagonism -14.1% and GPR55 activation 0.8%.
`Cc1cccc(-n2cc(-c3ccccc3)c3c(=O)[nH]cnc32)c1` gave NOD2 inhibition 4.9%, KOR beta-arrestin-1 -3.9%, KOR beta-arrestin-2 0.1%, HIV fusion peptide -1.4%, MgcRacGAP inhibition 7.3%, NOD1 NF-kB reporter 14.6%, SV40 large T antigen 12.0%, GPR55 LPI antagonism 5.7% and GPR55 activation -0.2%.
CCN(CC(=O)NC(C)C)C(=O)[C@H](C)NC(=O)c1ccc(Br)cc1 was read as NOD2 inhibition -1.4%, KOR beta-arrestin-1 -6.5%, KOR beta-arrestin-2 1.8%, HIV fusion peptide -1.4%, MgcRacGAP inhibition 3.2%, NOD1 NF-kB reporter -31.1%, SV40 large T antigen 4.7%, GPR55 LPI antagonism -1.9% and GPR55 activation 0.3%.
For Nc1ccc2c(C(F)(F)F)cc(C(F)(F)F)nc2n1 the results were NOD2 inhibition 3.4%, KOR beta-arrestin-1 -5.0%, KOR beta-arrestin-2 -2.1%, HIV fusion peptide -0.3%, MgcRacGAP inhibition 3.5%, NOD1 NF-kB reporter -21.1%, SV40 large T antigen 2.0%, GPR55 LPI antagonism 13.7% and GPR55 activation 0.1%.
Screening O=C(NCCc1csc(-c2ccccc2)n1)c1c(F)cccc1F returned NOD2 inhibition 12.0%, KOR beta-arrestin-1 14.8%, KOR beta-arrestin-2 -3.1%, HIV fusion peptide 0.0%, MgcRacGAP inhibition 4.3%, NOD1 NF-kB reporter -19.1%, SV40 large T antigen 11.3%, GPR55 LPI antagonism -6.1% and GPR55 activation 0.6%.
`Cc1cc2cc(CN(Cc3ccco3)C(=S)NCC3CCCO3)c(=O)[nH]c2cc1C` (stereo not drawn) gave NOD2 inhibition 1.9%, KOR beta-arrestin-1 25.1%, KOR beta-arrestin-2 11.2%, HIV fusion peptide 9.7%, MgcRacGAP inhibition 8.8%, NOD1 NF-kB reporter -11.1%, SV40 large T antigen 7.8%, GPR55 LPI antagonism 12.1% and GPR55 activation -0.4%.
`O=C(NC1CCS(=O)(=O)C1)/C(=C\c1ccco1)NC(=O)c1ccccc1` (stereo not drawn) gave NOD2 inhibition 0.1%, KOR beta-arrestin-1 -32.9%, KOR beta-arrestin-2 1.6%, HIV fusion peptide 0.8%, MgcRacGAP inhibition 8.3%, NOD1 NF-kB reporter -9.0%, SV40 large T antigen 26.2%, GPR55 LPI antagonism -10.0% and GPR55 activation -0.3%.
`CC(CC(=O)N1CCN(c2ccccc2)CC1)S(=O)(=O)c1ccc2c(c1)NC(=O)CS2` (stereo not drawn) gave NOD2 inhibition 27.0%, KOR beta-arrestin-1 -1.7%, KOR beta-arrestin-2 -2.3%, HIV fusion peptide 0.1%, MgcRacGAP inhibition 14.8%, NOD1 NF-kB reporter -4.7%, SV40 large T antigen 13.3%, GPR55 LPI antagonism 0.4% and GPR55 activation -0.1%.
For CNC(=O)c1ccccc1NC(=O)c1cccc(S(=O)(=O)N2CCCCC2)c1 the results were NOD2 inhibition 12.5%, KOR beta-arrestin-1 -9.1%, KOR beta-arrestin-2 6.1%, HIV fusion peptide -1.9%, MgcRacGAP inhibition 1.9%, NOD1 NF-kB reporter -18.6%, SV40 large T antigen 8.7%, GPR55 LPI antagonism -0.5% and GPR55 activation 0.0%.
For O=C(NC1(C(F)(F)F)NC(=O)N(c2ccccc2)C1=O)c1cccs1 (stereo not drawn) the results were NOD2 inhibition 16.4%, KOR beta-arrestin-1 11.6%, KOR beta-arrestin-2 -2.7%, HIV fusion peptide -0.1%, MgcRacGAP inhibition -1.1%, NOD1 NF-kB reporter 2.2%, SV40 large T antigen 2.0%, GPR55 LPI antagonism 1.4% and GPR55 activation -0.3%.
Screening NC(=O)Cc1ccc(C(=O)c2ccc(Cl)cc2Cl)s1 returned NOD2 inhibition -16.0%, KOR beta-arrestin-1 -18.3%, KOR beta-arrestin-2 0.5%, HIV fusion peptide 3.3%, MgcRacGAP inhibition 4.4%, NOD1 NF-kB reporter -8.2%, SV40 large T antigen 15.0%, GPR55 LPI antagonism 0.3% and GPR55 activation -0.5%.
Screening Cc1ccc(C)c(N=C2NC(=O)CS2)c1 returned NOD2 inhibition 3.8%, KOR beta-arrestin-1 7.6%, KOR beta-arrestin-2 -0.6%, HIV fusion peptide -1.9%, MgcRacGAP inhibition 14.7%, NOD1 NF-kB reporter 3.8%, SV40 large T antigen -11.3%, GPR55 LPI antagonism -5.1% and GPR55 activation 0.3%.
CCOc1ccc(C(=O)NCC(=O)OCC(=O)N2C(C)CCCC2C)cc1 (stereo not drawn) was read as NOD2 inhibition 4.3%, KOR beta-arrestin-1 -57.0%, KOR beta-arrestin-2 9.2%, HIV fusion peptide -2.6%, MgcRacGAP inhibition 4.5%, NOD1 NF-kB reporter -9.2%, SV40 large T antigen 16.1%, GPR55 LPI antagonism 11.1% and GPR55 activation -0.1%.
COc1ccc2nc(SCC(=O)Nc3ccc(S(=O)(=O)Nc4onc(C)c4C)cc3)[nH]c2c1 was read as NOD2 inhibition 6.5%, KOR beta-arrestin-1 -39.0%, KOR beta-arrestin-2 -0.4%, HIV fusion peptide 1.9%, MgcRacGAP inhibition 7.6%, NOD1 NF-kB reporter -24.4%, SV40 large T antigen 8.0%, GPR55 LPI antagonism 10.5% and GPR55 activation -0.2%.
For Cc1nc2cc(-c3cccc(F)c3)nn2c(C)c1CCC(=O)NC(C)CCc1ccco1 (stereo not drawn) the results were NOD2 inhibition 7.9%, KOR beta-arrestin-1 -33.6%, KOR beta-arrestin-2 4.9%, HIV fusion peptide -0.5%, MgcRacGAP inhibition 5.4%, NOD1 NF-kB reporter 29.8%, SV40 large T antigen -2.9%, GPR55 LPI antagonism 14.9% and GPR55 activation 0.3%.
`O=S(=O)(Nc1ccc2c(c1)OCO2)c1ccc(Br)s1` gave NOD2 inhibition 3.1%, KOR beta-arrestin-1 13.3%, KOR beta-arrestin-2 -0.8%, HIV fusion peptide 7.0%, MgcRacGAP inhibition 10.4%, NOD1 NF-kB reporter -15.7%, SV40 large T antigen 14.4%, GPR55 LPI antagonism 0.5% and GPR55 activation 0.0%.
For CCOc1ccc(C2CC(c3ccc(CC)cc3)Nc3nc(N)nn32)cc1 (stereo not drawn) the results were NOD2 inhibition -28.1%, KOR beta-arrestin-1 4.4%, KOR beta-arrestin-2 3.9%, HIV fusion peptide -1.6%, MgcRacGAP inhibition 4.4%, NOD1 NF-kB reporter -22.6%, SV40 large T antigen 1.9%, GPR55 LPI antagonism -3.3% and GPR55 activation -0.1%.
